N370S GC mod: inhibitors or activators of N370S glucocerebrosidase for Gaucher disease; P04062; N370S GC spleen homogenate, 4MU-glucoside fluorescence; Potency, µM (series often up to 59.4 µM), without a hit: top-dose activity change, negative = inhibition, hits mostly inhibitors; 330,000 tested, 0.092% active; AID 2101;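 also: 0% = full enzyme activity and -100% = no enzyme basal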
FEN1 inh: inhibitors of human flap endonuclease 1 | Potency, µM (doses to about 114 µM), without a hit: at the highest dose activity change, negative = inhibition, usual class: inhibitors | Recombinant FEN1 flap cleavage, fluorescence, 15 min | AID 588795 | P39748 | 390,000 tested, 0.35% active; also: nearly all actives have a fitted effect of over 65% in size
Target sequence (P39748 whole entry, looked up): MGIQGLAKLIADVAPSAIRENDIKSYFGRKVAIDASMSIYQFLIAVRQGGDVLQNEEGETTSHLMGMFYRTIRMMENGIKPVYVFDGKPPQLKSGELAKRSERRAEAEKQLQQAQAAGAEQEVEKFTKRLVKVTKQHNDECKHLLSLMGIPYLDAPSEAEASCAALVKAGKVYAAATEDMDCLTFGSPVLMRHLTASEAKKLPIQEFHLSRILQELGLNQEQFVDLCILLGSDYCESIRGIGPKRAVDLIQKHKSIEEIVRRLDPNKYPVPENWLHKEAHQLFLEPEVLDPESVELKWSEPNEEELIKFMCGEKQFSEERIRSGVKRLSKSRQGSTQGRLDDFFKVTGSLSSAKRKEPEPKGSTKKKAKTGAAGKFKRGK
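Potency values derive from four-parameter Hill fits of normalized qHTS data. The reaction used 10 nM FEN1 preincubated 15 min at room temperature with compound, then 50 nM DNA substrate, read at 0 and 15 min.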
TDP1 block: TDP1 (human) enzyme inhibition | Potency, µM (series often up to 130 µM), without a hit: at the top dose activity change, negative = inhibition, hits mostly inhibitors | 350,000 tested, 0.28% active | recombinant TDP1, AlphaScreen DNA substrate cleavage | Q9NUW8; also: nearly all actives have a fitted effect of over 40% in size
Target sequence (Q9NUW8 whole entry, looked up): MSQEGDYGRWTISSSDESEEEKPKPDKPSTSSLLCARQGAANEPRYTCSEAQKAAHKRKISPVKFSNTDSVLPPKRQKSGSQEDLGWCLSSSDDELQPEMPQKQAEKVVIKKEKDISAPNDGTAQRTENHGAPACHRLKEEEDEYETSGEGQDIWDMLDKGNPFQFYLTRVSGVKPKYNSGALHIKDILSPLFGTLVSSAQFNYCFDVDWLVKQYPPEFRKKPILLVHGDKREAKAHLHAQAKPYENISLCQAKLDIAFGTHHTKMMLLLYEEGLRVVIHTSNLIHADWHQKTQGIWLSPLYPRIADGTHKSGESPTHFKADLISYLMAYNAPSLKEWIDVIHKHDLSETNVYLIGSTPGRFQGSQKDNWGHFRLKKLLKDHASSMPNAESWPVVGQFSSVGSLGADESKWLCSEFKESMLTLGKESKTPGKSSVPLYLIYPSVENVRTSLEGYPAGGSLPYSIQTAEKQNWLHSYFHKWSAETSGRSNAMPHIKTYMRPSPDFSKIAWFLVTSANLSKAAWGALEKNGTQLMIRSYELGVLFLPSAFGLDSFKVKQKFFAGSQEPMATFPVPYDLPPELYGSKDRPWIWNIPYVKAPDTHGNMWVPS
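E. coli-derived human Tdp1, 1 nM final. Cpd preinc 15 min RT; substrate 15 nM final, 5 min RT; AS bead mix 10 ug/ml final, 10 min RT. Signal loss = tyrosine-FITC cleavage. No-enzyme wells = max signal.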
The depositor's hits bear a star; ? = inconclusive; nt = not tested or not shown; & = joins results of further samples; [ ] = another dose, or the depositor's remark. Calls follow the shape of the dose curve; as a rule, active = well fitted curve in the direction sought with a large enough effect; inconclusive = small, poorly fitted or top-dose-only effect, or another doubt; inactive = no such curve, though single readings can be large; an effect the other way counts as inactive or inconclusive. Unless noted, % is scaled to controls: 0 for no effect and ±100 for the full control effect; potency is read from the fitted curve at half-maximal effect.

compound	N370S GC mod	FEN1 inh	TDP1 block
COCCNC(=O)CNC(=S)N(CCCN1CCOCC1)Cc1cccs1	-1%	-3%	-1%
COc1cccc(C(=O)NCC(=O)N2CCC3(CC2)NCCc2[nH]cnc23)c1	-1%	-12%	3%
CS(=O)(=O)c1nncn1-c1ccccc1	-3%	-9%	0%
O=C(NC1CCCCC1)c1ccc(CSc2nc3ccncc3n2Cc2ccc(F)cc2)cc1	nt	0%	8%
COc1ccc(Cn2c(CO)cnc2SCc2ccc(F)cc2)cc1	nt	0%	5%
CCOC(=O)C1CCCN(C(=O)COc2ccc(C(=O)c3ccc(F)cc3)cc2)C1 (stereo not given)	nt	3%	-2%
Cc1cc(C)c(S(=O)(=O)Nc2nnc(C(C)C)s2)c(C)c1	-2%	8%	nt
COc1ccc(C(=O)n2nc(-c3ccc(OC)cc3)nc2N)cc1	8%	5%	0%

Single records, from the list above. Screens in order: N370S GC mod	FEN1 inh	TDP1 block
O=C(NC1CCCCC1)c1ccc(CSc2nc3ccncc3n2Cc2ccc(F)cc2)cc1 across the screens: nt	0%	8%
Cc1cc(C)c(S(=O)(=O)Nc2nnc(C(C)C)s2)c(C)c1 across the screens: -2%	8%	nt

Remaining list, next part:
compound	N370S GC mod	FEN1 inh	TDP1 block
O=C(CCNS(=O)(=O)c1ccc(Br)cc1)N1CCN(c2ccccc2O)CC1	-5%	0%	4%[0.505 µM]
COCCOC1CCN(C(=O)c2cc(COc3ccc(-n4cncn4)cc3)on2)CC1	-2%	3%	3%
COC(=O)c1cc(C(C)=O)c(C)[nH]c1=O	5%	2%	3%
Nn1c(SCC(=O)N2CCc3ccccc3C2)nnc1-c1cccs1	-11%	-3%	5%
CCc1ccccc1NC(=O)Cn1c(=O)n(CCCS(=O)(=O)C2CCCCC2)c(=O)c2ccccc21	nt	15%	-2%
COCCNC(=O)CSc1nc2cc3c(cc2c(=O)n1CCCC(=O)NCc1ccc(OC)cc1)OCO3	3%	-3%&-7%	5%&5%
Cc1ccc2oc(=O)n(CCNC(=O)Nc3ccccc3C)c2c1	nt	7%	7%
Cc1ncn2cc(-c3ccc(Cl)cc3Cl)[nH]c(=O)c12	0%	13%	4%

Going on with the list:
compound	N370S GC mod	FEN1 inh	TDP1 block
Cc1ccccc1NCC(=O)N/N=C\c1ccc([N+](=O)[O-])s1	-4%	-9%	12%
O=C(Cn1cnc2c(NCc3ccccc3)ncnc21)NCCc1cc2ccccc2[nH]1	nt	5%	2%[56.1 µM]
Cc1c(CC(=O)N2C[C@H]3C[C@@H](C2)c2cccc(=O)n2C3)c(=O)oc2cc3occ(C(C)(C)C)c3cc12	?	0%	nt
CC(=O)Nc1ccc(NC(=O)COC(=O)CCc2nc3ccccc3s2)cc1	-3%	-4%	5%
C/C(=N\Nc1nc(C)c(C)s1)c1ccc([N+](=O)[O-])cc1	-6%	1%	9%
COCCn1c(=NC(C)=O)sc2cc([N+](=O)[O-])ccc21	15%	0%	-5%
C=CCn1c(SCC(=O)c2c(N)n(CCC)c(=O)n(C)c2=O)nnc1-c1ccncc1	-8%	-9%	3%
CC1(C)Cc2ccccc2C(N/N=C/c2ccc([N+](=O)[O-])cc2)=N1	0%	10%	5%

Continuation:
compound	N370S GC mod	FEN1 inh	TDP1 block
Cc1cc(C)c(NC(=O)C2CC(=O)N(C(C)C)C2)c(C)c1 (stereo not given)	-2%	22%	nt
CCC(=O)N1CCN(CCN=CC2=C(O)CC(c3ccc(OC)cc3)CC2=O)CC1 (stereo not given)	2%	-3%	3%
COc1cccc(-n2c(SCC(N)=O)nnc2-c2c[nH]c3ccccc23)c1	2%	-5%	5%
O=S(=O)(NCCc1csc2nc(-c3ccccc3)nn12)c1cccs1	nt	-5%	5%
O=C(Nc1ccccc1)Nc1ccccc1	2%&-9%	0%	-3%
COC(=O)c1c(C)[nH]c(C(=O)OCC(=O)NC(C)(C)C)c1C	-2%	-2%	1%
CCC(C)NC(=O)Nc1ccc(C)cc1C (stereo not given)	9%	22%	5%
O=C(c1cnc2n(c1=O)CCS2)N1CCCc2ccccc21	1%	-16%	5%

Further records
compound	N370S GC mod	FEN1 inh	TDP1 block
CN1CCc2c(sc(NC(=O)C3COc4ccccc4O3)c2C(N)=O)C1 (stereo not given)	1%	-3%	6%
O=C(NCCSc1c(-c2ccccc2)[nH]c2ccccc12)c1cc2ccccc2oc1=O	29%	-1%	9%
Cc1ccccc1OC(C)C(=O)NCCCN1CCOCC1 (stereo not given)	-12%	-13%	1%
Cc1ccc(-c2cc(NC(=O)COc3ccc(Cl)cc3C)on2)cc1	nt	6%	7%
O=C(NC(Nc1cc(C(F)(F)F)ccc1Cl)C(=O)c1ccccc1)c1ccccc1 (stereo not given)	10%	-21%	6%
Cc1ccc(NS(=O)(=O)c2ccc(C(=O)NCCCN3CCCC3=O)cc2)cc1C	-1%	7%	-4%
CC1(C)CC2(CCO1)OC(=O)CC2C(=O)Nc1ccc(Cl)cc1[N+](=O)[O-] (stereo not given)	3%	-2%	0%
CCc1cc(=O)oc2c(CNCc3ccccc3F)c(O)c(Cl)cc12	?	-6%	nt

(list continues)
compound	N370S GC mod	FEN1 inh	TDP1 block
Cc1ccc(-n2c([S-])c(C(=O)NC(C)c3ccccc3)[n+]3ccccc23)cc1 (stereo not given)	6%	-11%	0%
CC(=O)N1CCN(C(=S)c2ccc(-c3ccc(Cl)cc3)o2)CC1	0%	1%	11%
COc1ccccc1CCNC(=O)C(=O)NCC(c1ccco1)S(=O)(=O)c1ccc(F)cc1 (stereo not given)	nt	26%	0%
COC(=O)c1ccc(NC(=O)CN2CCN(CCO)CC2)cc1	2%	3%	nt
Cc1nc2ccc(NC(=O)NCCCO)cc2s1	-14%	-2%	-2%
Cc1cccc(CNC(=O)C2CCC(=O)N(CCc3cccc(F)c3)C2)n1 (stereo not given)	-5%	-14%	nt
O=S(=O)(c1ccc(=S)[nH]c1)N1CCCCC1	nt	-11%	2%
Cc1nc(C)c(C(=O)NNS(=O)(=O)c2ccccc2)s1	-22%	-11%	-5%

Sorted by value in TDP1 block (highest first): three of the compounds above.
| molecule | TDP1 block |
| --- | --- |
| Cc1ccc(-n2c([S-])c(C(=O)NC(C)c3ccccc3)[n+]3ccccc23)cc1 (stereo not given) | 0% |
| Cc1nc2ccc(NC(=O)NCCCO)cc2s1 | -2% |
| Cc1nc(C)c(C(=O)NNS(=O)(=O)c2ccccc2)s1 | -5% |

The results go on:
compound	N370S GC mod	FEN1 inh	TDP1 block
COCCCNC(=O)c1ccc2nc(Cc3ccc(OC)cc3)oc2c1	-1%	-6%&2%	4%
CCc1cc(C(=O)Nc2cc(S(=O)(=O)N(CC)CC)ccc2N2CCN(C)CC2)sc1C	-28%	8%	2%[0.505 µM]
O=C(NN1C(=O)NC2(CCCCC2)C1=O)c1ccc(-c2ccc([N+](=O)[O-])cc2)o1	-4%	5%	6%
CC(=O)c1cccc(NC(=O)C(OC(=O)c2cccs2)c2ccccc2)c1 (stereo not given)	8%	-3%	0%
COc1cc(NC(=O)COc2ccc(Cl)cc2)ccc1NC(=O)C(C)C	0%	-12%	-6%
C1CCN(Cc2nnnn2CC2CCCO2)CC1 (stereo not given)	10%	14%	-4%
CC(C)Oc1ccc(C(=O)NCCCNC(=O)c2ccccn2)cc1	3%	0%	-2%[0.0935 µM]
Cc1cnc(NC(=O)C2CCC(C(C)(C)C)CC2)s1 (stereo not given)	0%	1%	5%

(further entries)
compound	N370S GC mod	FEN1 inh	TDP1 block
CN(C(=O)COC(=O)CCCN1C(=O)c2cccc3cccc(c23)C1=O)C1CCS(=O)(=O)C1 (stereo not given)	-10%	-3%	0%
Cc1nnc(SCC(=O)N2CCOCC2)c2ccccc12	-14%	2%	3%
CCCc1nnc2c(N(C)S(=O)(=O)c3ccc(C)cc3)nc3ccccc3n12	-7%	-6%	-6%
CN1C(=O)/C(=C\c2ccncc2)SC1=Nc1ccccc1	-2%	0%	9%
Cc1ccc(N=Cc2cc(Cc3ccccc3Cl)cc([N+](=O)[O-])c2O)c(O)c1	?	-32%	11%
CCOc1ncccc1C(=O)Nc1cccc(-c2nnc3n2CCCCC3)c1	6%	-11%	-5%
CC1CCN(c2cc(N(C)CCO)c([N+](=O)[O-])c3nonc23)CC1	1%	15%	0%
CCc1cccc(C)c1NC(=O)COC(=O)CNS(=O)(=O)/C=C/c1ccccc1	9%	7%	3%

Remaining list, next part
compound	N370S GC mod	FEN1 inh	TDP1 block
Cc1ccc(S(=O)(=O)NC(=O)Nc2nccs2)cc1	-30%	-6%	0%
COCCCNC(=O)CC(NS(=O)(=O)c1ccc(OC)cc1)c1ccc(OC)cc1 (stereo not given)	12%	4%	3%
O=C(NNC(=S)NC(=O)c1ccccc1[N+](=O)[O-])c1ccccc1[N+](=O)[O-]	2%	3%	10%
O=C1Nc2c(c(=O)[nH]c(=O)n2-c2ccccc2F)C(C(F)(F)F)(C(F)(F)F)N1	1%	-7%	0%
CC(C)(C)OC(=O)N1CCN(c2ccc(NC(=O)Cn3nnc(-c4ccccc4)n3)cc2)CC1	-1%	-10%	7%
COc1ccc(-c2nnc(Nc3nc4c(OC)cccc4s3)o2)c(OC)c1	?	?	11%
CN(C)CCCn1c2c(c(SCC(=O)Nc3ccc4c(c3)OCO4)nc1=O)CCCC2	2%	8%	6%
COC(=O)c1ccc(NC(=O)COC(=O)C2=NN(c3ccccc3)C(=O)CC2)cc1	nt	-8%	2%

New compounds follow:
compound	N370S GC mod	FEN1 inh	TDP1 block
COc1cc2c(C#CCCCO)c(-c3ccsc3)oc(=O)c2cc1OC	nt	-10%	3%
CCOC(=O)/C(=C\c1cccnc1)C(=O)c1cc(C(C)=O)c(Nc2ccccc2)s1	-2%	-12%	-2%
CCCCCn1c(=O)[nH]c2cc(C(=O)NCCCN3CCCCC3C)ccc2c1=O (stereo not given)	?	-10%	9%[0.0935 µM]
O=C(NC1CCC1)C1CCC(=O)N(Cc2cccc(F)c2)C1 (stereo not given)	-13%	-6%	0%
Cc1ccc(-n2nnc(-c3nsc(NC(=O)c4ccccc4C)n3)c2C)cc1Cl	nt	22%	-5%
COc1ccc(N=C2SC(CC(=O)Nc3ccc(F)cc3)C(=O)N2Cc2ccco2)cc1 (stereo not given)	14%	-5%	4%
COc1ccc(CNC(=O)CCc2nc(-c3ccc(C)cc3)no2)c(OC)c1	nt	-5%	8%
O=C(COC(=O)c1sc2cc(Cl)ccc2c1Cl)Nc1ncc(Cl)cc1Cl	-6%	nt	3%

Next part.
compound	N370S GC mod	FEN1 inh	TDP1 block
CCOc1ccc2nc(NC(=O)CSc3nc4c(c(=O)n(C)c(=O)n4C)n3C(C)C)sc2c1	14%	6%	0%
Cc1ccc(NC(=O)CN(c2ccc(Cl)cc2)S(=O)(=O)c2cc([N+](=O)[O-])ccc2Cl)cc1	25%	2%	3%
Cc1ccc2c(c1)N(CC(=O)N1CCCCC1)C(=O)C(C)O2 (stereo not given)	-2%	7%	8%
Cc1cccc(S(=O)(=O)Nc2nc3ccccc3nc2NCc2ccco2)c1	14%	-1%	5%
Fc1ccc(-c2ccnc3nc(N4CCN(c5ccccc5)CC4)nn23)cc1	6%	-2%	5%
CN(C(=O)c1ccc(S(=O)(=O)NC2CCCC2)cc1)C1CCCCC1	-7%	-6%	5%
CC(=O)OCCN1CCN(C(=O)CN2C(=O)NC(c3ccccc3)(c3ccccc3)C2=O)CC1	-12%	-3%	5%
CCN(CC)C(=S)SCC(=O)c1c(C)[nH]c2ccccc12	4%	9%	3%

Arranged by length of the SMILES (highest first): some entries from above
compound	N370S GC mod	FEN1 inh	TDP1 block
CC(=O)OCCN1CCN(C(=O)CN2C(=O)NC(c3ccccc3)(c3ccccc3)C2=O)CC1	-12%	-3%	5%
Cc1cccc(S(=O)(=O)Nc2nc3ccccc3nc2NCc2ccco2)c1	14%	-1%	5%
Cc1ccc2c(c1)N(CC(=O)N1CCCCC1)C(=O)C(C)O2 (stereo not given)	-2%	7%	8%

Next part
compound	N370S GC mod	FEN1 inh	TDP1 block
CCCCn1c(N)c(N(CCC(C)C)C(=O)CC2OC(=O)c3ccccc32)c(=O)[nH]c1=O (stereo not given)	6%	0%	?
Cc1ccccc1OCC(=O)Nc1ccc2[nH]c(=O)sc2c1	nt	5%	2%
N=c1c2c3c(sc2nc2n1CCCCC2)CCCC3	1%	-9%	-3%
Cc1cc(C)n(CC(=O)N2CCCC(C(=O)c3cccc(OC(C)C)c3)C2)n1 (stereo not given)	20%	-9%	-4%
CCC(=NCCc1ccc(OC)c(OC)c1)C1=C(O)CC(C)(C)CC1=O	-19%	11%	1%
CCSc1cc(C2C(C(=O)OC)=C(C)NC3=C2C(=O)CCC3)c(C)o1 (stereo not given)	-30%	3%	12%
Cc1cccc(NC(=O)CCNC(=O)c2ccccc2)c1	-1%	2%	nt
C=CCc1c(C)nc2nc(SCC(=O)Nc3ccc(OCC)cc3)nn2c1C	nt	8%	8%
CNC(=O)CCn1nc(-c2ccccc2)c2ccccc2c1=O	6%	-9%	-6%
COc1ccc(-c2cn3nc(N4CCCC(C(=O)Nc5cccc(OC)c5)C4)sc3n2)cc1 (stereo not given)	nt	-14%	3%
CCN(c1ccccc1)S(=O)(=O)c1cccc(C(=O)N2CCN(S(=O)(=O)c3ccccc3)CC2)c1	-8%	-6%	0%
